High-throughput results as filed in PubChem BioAssay.
M1AAP inhibition = P. falciparum M1AAP inhibitors, biochemical, fluorogenic H-Leu-NHMec substrate, 1536-well (AID 1445). Aminopeptidase N (Plasmodium falciparum (isolate 3D7)). inhibition, % at 30 µM; hits with a dose series show IC50 in µM. 0.42% of 220,000 active. recombinant M1AAP, H-Leu-NHMec fluorogenic kinetic assay; higher % means a stronger effect;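 active means primary inhibition above the hit cutoff, then over 50% inhibition at one or more dose response concentrations, cut at about 23% in these data, passing the limit was not always enough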;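 further: plate controls were DMSO full reaction for no effect and no enzyme background for full effect; strong numbers were not always called active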
M17LAP inhibition = P. falciparum M17LAP inhibitors, primary screen, biochemical, fluorogenic H-Leu-NHMec substrate, 1536-well (AID 1619). recombinant M17LAP, H-Leu-NHMec fluorogenic kinetic assay; higher % means a stronger effect. one-dose inhibition, % at 30 µM; IC50 in µM for titrated hits. 0.38% of 220,000 active;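 active means compound inhibiting the enzyme by more than half at any dose during confirmatory dose-response retesting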;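 further: plate controls were full reaction with DMSO carrier for no effect and no enzyme background for full effect; strong numbers were not always called active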
Dynein cargo inh = inhibitors of GR-EGFP nuclear translocation, primary screen, dynein cargo transport inhibitor project, imaging, high-content, 3617.4 mouse cells | test concentration mostly 20 µM; stimulated with dexamethasone, 1 µM; active compounds read low | z-score, hits read low | 0.47% of 220,000 active | AID 1381, 2008;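 active means plate z-score of nuclear minus cytoplasmic receptor signal below a set negative limit, without overly bright fluorescence or cell loss, cut at about -3.5 in these data, passing the limit was not always enough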;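 further: z-score of nuclear minus cytoplasmic ring GR-EGFP intensity difference per well; some compounds called inactive have numbers as strong as hits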
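Buffer or medium: tet-free, stripped-serum medium; reagent: dexamethasone at 1.0 µM final, 30 min; incubation: 48 h induction, 1 h compound, 30 min dex at 37 °C; measured by: formaldehyde fixation, Hoechst nuclear stain, 10x automated fluorescence imaging; read-out: nuclear-to-cytoplasmic GR-EGFP distribution per well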
human PMI inhibitors = human PMI inhibitors, high substrate, primary screen, biochemical, fluorescence intensity, high mannose 6-phosphate (AID 1220). Mannose-6-phosphate isomerase (Homo sapiens). recombinant PMI enzyme, coupled fluorescence intensity; higher % means a stronger effect. inhibition, % at 20 µM, or IC50 in µM where a hit was titrated. 0.66% of 190,000 active
XIAP displacement = XIAP antagonists, biochemical, IAP family, fluorescence polarization (AID 1018) | one-dose displacement, % at 20 µM; IC50 in µM for titrated hits | 0.007% of 200,000 active | XIAP BIR domain, fluorescence polarization peptide displacement; higher % means a stronger effect; in the data active means displacement above about 50%; further: a part of the inactive calls stands beside numbers as strong as those of hits
Siah-1 displacement = Siah-1 peptide-binding antagonists, primary screen, biochemical, fluorescence polarization, rhodamine-plectin, uHTS (AID 1817). E3 ubiquitin-protein ligase SIAH1 (Homo sapiens). Siah-1 / rhodamine-plectin peptide fluorescence polarization; higher % means a stronger effect. displacement, % at 20 µM, or IC50 in µM where a hit was titrated. 0.02% of 290,000 active;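 active means displacement of at least 50% at 20 µM, with a fluorescence ratio check between 0.3 and a set limit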;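 further: plate controls were Siah plus tracer with DMSO for no effect and tracer alone without Siah for full effect; strong numbers were not always called active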
AID2073 = inhibitors of Mint1-CaV2.2 protein interaction, biochemical, HTRF (AID 2073); Voltage-dependent N-type calcium channel subunit alpha-1B (Homo sapiens); HTRF protein-protein interaction, Mint1-CaV2.2; higher % means a stronger effect; inhibition, % at 20 µM, or IC50 in µM where a hit was titrated; 0.19% of 290,000 active; in the data active means inhibition mostly above about 51%, no sharp cut-off; further: some results filed as inactive read as strong as hits
LYP phosphatase = inhibitors of LYP phosphatase, biochemical, fluorescence intensity, uHTS (AID 1779) | Tyrosine-protein phosphatase non-receptor type 22 (Homo sapiens) | recombinant LYP phosphatase, fluorescence intensity; higher % means a stronger effect | inhibition, % at 11.5 µM, or IC50 in µM where a hit was titrated | 0.054% of 290,000 active;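 further: plate controls were vehicle with enzyme for no effect and no enzyme for full effect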
human PMI inhibition = inhibitors of human PMI, primary screen, biochemical, fluorescence intensity, coupled assay (AID 1209); Mannose-6-phosphate isomerase (Homo sapiens); purified PMI enzyme, coupled fluorescence intensity; higher % means a stronger effect; inhibition, % at 20 µM; hits with a dose series show IC50 in µM; 0.42% of 190,000 active;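 further: plate controls were DMSO vehicle for no effect and wells lacking substrate for full effect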
Dynein cargo inh cytoplasmic EGFP = also measured in Dynein cargo inh; calls as there; z-score; measured here: cytoplasmic GR-EGFP intensity; active compounds read high
Dynein cargo inh nuclear GR-EGFP = further read-out of Dynein cargo inh, marked with its call; z-score; measured here: nuclear GR-EGFP intensity;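 lower value marks the stronger effect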
Dynein cargo inh cell count = second read-out of Dynein cargo inh, no call of its own (marks repeat the call); z-score; measured here: cell count per field
* = called active by the depositor; / = no result given. Unless noted, no stated cut-off is given here; in the data, active means inhibition above about 50%; inactive means the rest.

The opening seven records (preview)
SMILES | M1AAP inhibition | M17LAP inhibition | Dynein cargo inh | Dynein cargo inh cytoplasmic EGFP | Dynein cargo inh nuclear GR-EGFP | Dynein cargo inh cell count | human PMI inhibitors | XIAP displacement | Siah-1 displacement | AID2073 | LYP phosphatase | human PMI inhibition
CC(C)(O)C#Cc1ccc(C(=O)N2CCN(c3ccccc3)CC2)cc1 | -7% | 6% | 0.52 | -0.23 | 0.13 | -0.69 | 1% | -1.5% | 5% | 4% | 6% | 4%
COc1ccc(C(=O)CN(C(=O)c2ccc(Cl)cc2)N2C(=O)C3CCCCC3C2=O)cc1 (stereo unspecified) | 0% | -9% | 0.34 | 0.57 | 0.61 | -0.4 | 7% | -1.7% | 6% | -6% | -4% | 6%
Cc1cc(=O)[nH]c(-c2ccc(C(F)(F)F)cc2)n1 | 1% | 3% | 0.76 | -0.28 | 0.24 | -0.51 | / | / | 6% | 3% | -1% | /
O=S(=O)(NC1CCCCC1Oc1ccccc1)c1ccccc1 (stereo unspecified) | 11% | -2% | -0.37 | -0.22 | -0.43 | -0.09 | 8% | -13% | 2% | -2% | -3% | 16%
COc1ccc(/C=C/c2c([N+](=O)[O-])c(=O)n(C)c(=O)n2C)c(OC)c1 | 9% | 0% | -1.8 | -0.28 | -0.87 | 1.3 | -4% | -4.6% | -2% | 8% | -6% | -6%
COc1ccc(OC)c(C2/C(=C(/O)c3ccccc3)C(=O)C(=O)N2Cc2ccco2)c1 (stereo unspecified) | 4% | 11% | 1.7 | -0.16 | 1.1 | -0.91 | 7% | -8.3% | 1% | 1% | -5% | 5%
COc1ccc(NC(=O)Cn2nnc(C(=O)NCc3ccc4c(c3)OCO4)c2N)cc1 | -3% | 20% | -0.29 | -0.051 | -0.036 | -1.9 | 3% | -4.0% | -6% | 36% | -1% | -4%

This part in full, from the first entry:
SMILES | M1AAP inhibition | M17LAP inhibition | Dynein cargo inh | Dynein cargo inh cytoplasmic EGFP | Dynein cargo inh nuclear GR-EGFP | Dynein cargo inh cell count | human PMI inhibitors | XIAP displacement | Siah-1 displacement | AID2073 | LYP phosphatase | human PMI inhibition
CC(C)(O)C#Cc1ccc(C(=O)N2CCN(c3ccccc3)CC2)cc1 | -7% | 6% | 0.52 | -0.23 | 0.13 | -0.69 | 1% | -1.5% | 5% | 4% | 6% | 4%
COc1ccc(C(=O)CN(C(=O)c2ccc(Cl)cc2)N2C(=O)C3CCCCC3C2=O)cc1 (stereo unspecified) | 0% | -9% | 0.34 | 0.57 | 0.61 | -0.4 | 7% | -1.7% | 6% | -6% | -4% | 6%
Cc1cc(=O)[nH]c(-c2ccc(C(F)(F)F)cc2)n1 | 1% | 3% | 0.76 | -0.28 | 0.24 | -0.51 | / | / | 6% | 3% | -1% | /
O=S(=O)(NC1CCCCC1Oc1ccccc1)c1ccccc1 (stereo unspecified) | 11% | -2% | -0.37 | -0.22 | -0.43 | -0.09 | 8% | -13% | 2% | -2% | -3% | 16%
COc1ccc(/C=C/c2c([N+](=O)[O-])c(=O)n(C)c(=O)n2C)c(OC)c1 | 9% | 0% | -1.8 | -0.28 | -0.87 | 1.3 | -4% | -4.6% | -2% | 8% | -6% | -6%
COc1ccc(OC)c(C2/C(=C(/O)c3ccccc3)C(=O)C(=O)N2Cc2ccco2)c1 (stereo unspecified) | 4% | 11% | 1.7 | -0.16 | 1.1 | -0.91 | 7% | -8.3% | 1% | 1% | -5% | 5%
COc1ccc(NC(=O)Cn2nnc(C(=O)NCc3ccc4c(c3)OCO4)c2N)cc1 | -3% | 20% | -0.29 | -0.051 | -0.036 | -1.9 | 3% | -4.0% | -6% | 36% | -1% | -4%
Nc1nc(Br)c2ccccc2c1-c1ccccc1 | 20% | -9% | -0.36 | -0.33 | -0.13 | 0.46 | 9% | -4.1% | -3% | 1% | 1% | -6%
COn1c(-c2ccc(Cl)cc2Cl)nc2ncccc21 | 0% | 10% | 0.53 | 0.33 | 0.025 | 0.35 | 4% | -3.8% | 18% | 9% | 0% | 3%
Cc1ccc2nc(N3CCN(c4ccccc4)CC3)c(C=O)c(=O)n2c1 | 1% | -5% | -0.65 | -0.35 | 0.035 | 0.79 | 50%* | -1.4% | -4% | 21% | -4% | -6%
N=c1c2c3c(sc2nc2n1CCCCC2)CCCCC3 | 3% | -3% | -1.1 | -0.2 | -0.23 | 0.98 | -3% | 1.5% | 0% | -24% | 3% | -3%
c1ccc(CC2CCN(Cc3ccccn3)CC2)cc1 | 0% | 0% | 0.097 | -0.36 | -0.28 | 0.71 | -8% | -0.4% | 1% | 11% | -6% | 1%
COc1ccc(S(=O)(=O)Nc2cc(C)cc(C)n2)c2ccccc12 | 2% | 15% | -0.16 | -0.26 | -0.044 | 0.93 | 18% | -9.7% | 1% | 6% | 3% | 20%
Cc1ccc(-n2c(=O)cc(N3CCN(C(=O)c4ccco4)CC3)[nH]c2=O)cc1 | 2% | 3% | 2.7 | -0.074 | 1.6 | -1.3 | 3% | -7.9% | 3% | -9% | -3% | 2%
Nc1ncnc2c1ncn2C1OC(CO)C(O)C1O (stereo unspecified) | 0% | 17% | -0.53 | -0.25 | -0.2 | 0.97 | -8% | -7.7% | 0% | 7% | -5% | -4%
N#C/C(C(=O)NCc1ccco1)=C1/SC=C(c2ccccc2)N1c1ccccc1 | -3% | 8% | 0.29 | -0.1 | 0.69 | 0.35 | 14% | 5.0% | -5% | 4% | 2% | 0%
CCCn1nnc(NC(=O)COc2ccc(C3CCCCC3)cc2)n1 | 0% | -10% | 0.43 | -0.085 | 0.52 | 1.3 | 4% | -6.3% | 0% | -3% | -1% | 7%
CN(c1ncnc(N)c1[N+](=O)[O-])C1CCS(=O)(=O)C1 (stereo unspecified) | 4% | 6% | -1 | -0.074 | -0.42 | 0.83 | -8% | -5.3% | 5% | -2% | 2% | -5%
Oc1ccc2ccccc2c1C=NCc1ccccc1 | 11% | 3% | 0.62 | -0.23 | 0.075 | 0.69 | / | / | -4% | -23% | -8% | /
Cc1ccccc1NC(=O)C1C2CCC(O2)C1C(=O)O (stereo unspecified) | -3% | -10% | 0.55 | -0.17 | 0.57 | 0.045 | -4% | -0.7% | 5% | -6% | -6% | -6%
CNC(=O)CCCCCNS(=O)(=O)c1ccc(C)cc1 | -2% | -2% | -0.22 | -0.1 | 0.25 | -2.6 | -4% | -10% | 0% | -2% | -2% | -9%
CSc1nnc(C(C)(C)C)c(=O)n1/N=C/c1ccc(Cl)cc1 | 4% | 9% | 0.88 | -0.061 | 0.48 | -1.7 | / | / | 2% | 7% | -6% | /
CC(CNC(=O)c1ccc(-c2ccccc2)cc1)CN(C)C (stereo unspecified) | -1% | 1% | 2.6 | -0.019 | 1.5 | -2.4 | 4% | -2.3% | 0% | -1% | -12% | -1%
O=C(Nc1ccc2ccccc2c1)/C(=C\c1ccc2c(c1)OCO2)NC(=O)c1ccco1 | 5% | 3% | -0.16 | -0.28 | -0.3 | 0.51 | 19% | -3.3% | 3% | -2% | 8% | 29%
O=C(Nc1cc(C(F)(F)F)ccc1N1CCOCC1)c1ccccc1F | -3% | -4% | -0.27 | -0.23 | -0.83 | -0.011 | 10% | -2.1% | 3% | -5% | 4% | 9%
COc1ccc(CCNC(=O)COC(=O)Cc2ccc(OC)cc2)cc1 | 1% | 2% | -0.86 | -0.21 | -0.56 | 0.26 | 40% | 1.9% | -1% | -5% | -6% | 11%
Cc1ccc2nc(-c3cc(N)cc(N)c3)oc2c1 | 11% | 15% | -1.7 | 1.9 | -1.3 | 0.38 | 26% | -6.0% | -6% | 10% | 0% | 17%
Cc1ccc(S(=O)(=O)CCN2CCN(c3ccccn3)CC2)cc1 | 1% | 4% | -1.1 | -0.21 | -0.57 | 0.34 | / | / | 7% | 1% | -8% | /
CNC(=O)c1ccc(-c2cc(C(F)(F)F)nn2C)s1 | 1% | 1% | 0.53 | -0.16 | 0.058 | -1.2 | / | / | -1% | 3% | -6% | /
COC(=O)c1cn(NC(=O)/C=C/c2cccc(OC)c2OC)c(=O)c2ccccc12 | 1% | 6% | -0.98 | -0.2 | -0.77 | 1.1 | 7% | -0.9% | 1% | 1% | -7% | 7%
O=C(Cc1ccccc1)NCCc1cn2ccsc2n1 | -3% | 6% | -0.84 | -0.23 | -0.48 | 0.38 | 2% | -2.5% | 0% | 9% | 0% | -7%
COC(=O)Cc1c(C)c2ccc(OCc3nn[nH]n3)cc2oc1=O | -1% | -75% | 1.4 | -0.23 | 1.1 | -0.41 | -14% | -4.2% | 2% | 15% | 7% | -6%
Cc1c(C)c2ccc(OS(C)(=O)=O)c(C)c2oc1=O | -2% | -11% | -0.85 | 0.077 | 0.4 | 0.4 | -11% | -9.7% | 1% | 8% | -8% | 1%
Cc1ccc2nc(N3CCN(C=O)CC3)nc(-c3ccccc3)c2c1 | 0% | -19% | -1 | -0.24 | -0.32 | 0.084 | 23% | -9.9% | -4% | 23% | -4% | 17%
O=c1cc(N2CCc3ccccc32)[nH]c(=O)n1Cc1ccc(F)cc1 | -1% | 8% | 0.00017 | 0.88 | 0.41 | -0.3 | 44% | -2.1% | 0% | 5% | -2% | 9%
C=CCc1cccc(C2Nc3ccccc3C(=O)N2O)c1O (stereo unspecified) | 1% | 28% | -0.31 | 0.23 | 0.36 | -0.57 | -16% | -0.6% | 4% | 2% | -7% | -18%
O=C(CSc1ccc(-c2ccc(F)cc2)nn1)NCc1ccco1 | 1% | -4% | -0.6 | -0.16 | 0.029 | -1.1 | -4% | -2.8% | 5% | 1% | -8% | -2%
Cc1nn(-c2ccccc2)c(C)c1C=O | -2% | 1% | -0.1 | -0.24 | -0.031 | 0.22 | / | / | 10% | -8% | -9% | /
Cc1ccc(OCC(=O)c2ccc3c(c2)CCCC3)cc1C | -4% | -5% | 0.26 | -0.11 | -0.024 | -0.84 | 12% | -4.2% | 0% | 8% | -2% | 16%
O=C(OCc1nnc(-c2ccc(Br)cc2)o1)c1cncc(Br)c1 | 8% | 30% | 3.2 | 0.29 | 1.9 | -1.5 | 1% | -3.5% | 0% | -2% | 7% | 2%
